Screens from PubChem.
CHO-K1 Ca PAM = nonselective activator or artifact in parental CHO-K1 calcium assay; ATP EC20, Fluo-8 calcium fluorescence; 0% at ATP EC20, 100% at ATP max; actives 0.02% (n = 360,000); activation, % at 3 µM;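 active means activation above the run cutoff, the mean activation of all test compounds plus 3 SD, cut at about 40% in these data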;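 further: peak over basal fluorescence ratio in a 140 s read after ATP addition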
CRFBP-R2 block = antagonists of CRF-binding protein/CRF-R2 receptor complex; HEK293 CRF-R2/CRF-BP, CRF-induced calcium fluorescence; inhibition, % at 11.8 µM; actives 0.59% (n = 350,000); AID 588475;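 active means inhibition of the ligand-induced calcium signal above about 50% at the single tested concentration, limit read from the data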
M5 ag = agonists of human muscarinic M5 receptor (CHRM5); activation, % at 3 µM; CHO-K1 hM5 cells, Fluo-8 calcium fluorescence; 0% DMSO wells, 100% maximal acetylcholine response; P08912; actives 0.19% (n = 360,000);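 active means activation above the run's mean over test compounds plus 3 SD, cut at about 23% in these data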;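 further: signal is peak over basal fluorescence ratio across the kinetic read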
CRFBP-R2 agonist = agonists of human CRF-binding protein/CRF-R2 receptor complex; activation, % at 13.2 µM; AID 588473; HEK293 CRF-R2/CRF-BP, calcium dye fluorescence (FLIPR); percent of saturating CRF peptide response; actives 0.46% (n = 350,000);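 active means activation of at least 50%, plus an integration ratio under a set limit after plate pattern correction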;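 further: plate controls were neutral control wells without compound for no effect and CRF at EC100 for full effect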
TAAR1 antagonist = antagonists of human TAAR1; CHO RD-HGA16 TAAR1, Fluo-8 calcium fluorescence, antagonist; inhibition, % at 3 µM; actives 1.5% (n = 360,000); Q96RJ0;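 active means inhibition above a per-plate cutoff, the mean inhibition of test compounds on that plate plus 3 SD, cut at about 49% in these data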;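 further: 0% = DMSO plus EC80 beta-PEA response and 100% = DMSO alone without agonist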
Target sequence (Q96RJ0 whole entry, looked up): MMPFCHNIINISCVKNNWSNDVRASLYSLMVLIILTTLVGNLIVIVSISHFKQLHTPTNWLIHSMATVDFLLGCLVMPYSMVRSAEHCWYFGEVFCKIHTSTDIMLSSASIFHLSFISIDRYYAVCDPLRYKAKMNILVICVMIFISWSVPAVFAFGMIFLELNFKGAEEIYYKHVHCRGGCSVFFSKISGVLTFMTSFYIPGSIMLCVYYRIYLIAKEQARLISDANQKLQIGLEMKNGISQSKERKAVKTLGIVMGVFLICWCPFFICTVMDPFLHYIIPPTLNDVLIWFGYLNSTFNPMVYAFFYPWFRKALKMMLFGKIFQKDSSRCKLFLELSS
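Test system: hTAAR1-expressing CHO RD-HGA16 cells, Gα16-coupled; Probe or stimulus: EC80 β-phenethylamine stimulus; Compound dosing: single nominal final test compound concentration of 3 µM; Timing: 140 s kinetic read after compound, 140 s after agonist; Signal: Fluo-8 calcium-sensitive fluorescence; Measure: % inhibition of agonist calcium response; Controls: DMSO and EC80 PEA controls.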
TAAR1 ag = human TAAR1 agonism; CHO RD-HGA16 TAAR1, Fluo-8 calcium fluorescence; vehicle wells 0%, saturating PEA agonist 100%; activation, % at 3 µM; actives 0.99% (n = 360,000); AID 624467;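 active means activation above the mean activation of all test compounds in the run plus 3 SD, cut at about 38% in these data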
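Assay system: CHO-derived RD-HGA16 cells with stable Gα16 and human TAAR1; timing: 17-24 h seeding, 75 min 37 °C dye, 30 min RT; read-out: % activation from peak over basal fluorescence ratio, DMSO-to-PEA scaled; measured by: kinetic Fluo-8 calcium fluorescence; benchmarks: low control DMSO, high control PEA (EC100); doses: 3 µM single concentration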
M5 antag = blocks acetylcholine activation of human M5 receptor; actives 0.59% (n = 360,000); inhibition, % at 3 µM; CHO-hM5 cells, Fluo-8 calcium fluorescence, ACh EC80; P08912;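 active means inhibition above a per-plate cutoff, the mean of that plate's test compounds plus 3 SD, cut at about 27% in these data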;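 further: 0% = acetylcholine EC80 with DMSO and 100% = DMSO without agonist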
CHRM5 PAM = CHRM5 positive allosteric modulation; P08912; CHO-K1 hM5, Fluo-8 calcium, ACh EC20 PAM; 0% = ACh EC20, 100% = ACh EC100; activation, % at 3 µM; actives 0.3% (n = 360,000); AID 624038;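 active means activation above the run cutoff, the mean activation of all test compounds plus 3 SD, cut at about 18% in these data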
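Replicates: One well per compound, no replicates | System: Human M5 receptor in CHO-K1 cells | Benchmarks: Low control EC20 acetylcholine (0%), high control EC100 acetylcholine (100%) | Probe or stimulus: Acetylcholine, EC20 level | Times: Fluo-8 loading 80 min at 37 °C plus 30 min room temperature | Signal: Intracellular calcium via Fluo-8 fluorescence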
CHRM4 PAM = positive allosteric modulators of human muscarinic M4 receptor | activation, % at 3 µM | P08173 | CHO-K1 hM4/Gqi5, Fluo-8 calcium fluorescence, ACh EC20; 0% = ACh EC20, 100% = maximal ACh | actives 0.4% (n = 360,000);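 active means activation above its plate's cutoff, the mean activation of sample wells plus 3 SD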; further: some results filed as inactive read as strong as hits
Target sequence (P08173 whole entry, looked up): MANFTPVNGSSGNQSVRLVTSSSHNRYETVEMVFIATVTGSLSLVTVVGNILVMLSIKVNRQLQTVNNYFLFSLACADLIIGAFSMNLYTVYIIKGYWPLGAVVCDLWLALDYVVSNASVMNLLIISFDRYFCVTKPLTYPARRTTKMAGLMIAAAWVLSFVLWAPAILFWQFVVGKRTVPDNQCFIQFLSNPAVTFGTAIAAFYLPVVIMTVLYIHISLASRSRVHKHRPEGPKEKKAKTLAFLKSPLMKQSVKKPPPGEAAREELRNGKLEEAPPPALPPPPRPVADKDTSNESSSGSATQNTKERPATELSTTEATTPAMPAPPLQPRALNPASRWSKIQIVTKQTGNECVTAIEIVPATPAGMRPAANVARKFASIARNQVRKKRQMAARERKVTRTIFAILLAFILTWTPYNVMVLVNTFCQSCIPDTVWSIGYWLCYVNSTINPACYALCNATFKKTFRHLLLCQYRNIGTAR
Numbers without * were called inactive; x = not tested or not shown. Compounds were not picked by outcome; overall some 4.2% were active at least once.

SMILES	CHO-K1 Ca PAM	CRFBP-R2 block	M5 ag	CRFBP-R2 agonist	TAAR1 antagonist	TAAR1 ag	M5 antag	CHRM5 PAM	CHRM4 PAM
CCOc1ccc(NS(=O)(=O)c2cc3c(cc2C)N(C)CCO3)cc1	14	-6	6	-0.6	-4	3	13	-20	-13
C=CCOc1ccc(CNc2ccc(NC(=O)CCC)cc2)cc1OCC	10	19	0	-4.7	6	0	1	3	8
CCc1ccc(C2=NN(CCC(=O)NC(C)c3ccc4c(c3)OCCO4)C(=O)CC2)cc1 (stereo unspecified)	22	9	-2	0.7	-18	0	12	-2	9
O=C(O)C1CCCN1S(=O)(=O)c1ccc(F)cc1 (stereo unspecified)	-11	7	-4	-0.6	-21	1	8	-2	3
O=C(CCN1C(=O)[C@@H]2Cc3ccccc3CN2C1=O)N[C@H](Cc1ccccc1)C(=O)O	9	-9	2	-1.4	3	0	0	-3	6
CC1CCCN(C(=O)c2ccc(COc3ccccc3Br)cc2)C1 (stereo unspecified)	14	14	-6	1.8	36	7	2	-7	-7
CCOC(=O)c1nn(C)c(C)c1Cl	7	11	0	3.3	9	1	9	-8	0
Nc1sccc1C(=O)NCCN1CCOCC1	x	x	3	x	-26	1	6	8	3
O=C(CCn1c(=O)oc2ccccc21)Nc1ccc(C(=O)O)cc1	8	6	-2	-1.1	-18	1	-4	-1	0
CCOC(=O)C1=CC[C@@H](c2cccc(C)c2)N(S(=O)(=O)c2ccc(C)cc2)[C@H]1C(=O)OCC	-6	8	-7	0.9	-4	10	16	-13	-5

In the list so far, 4 have sulfur.
SMILES	CHO-K1 Ca PAM	CRFBP-R2 block	M5 ag	CRFBP-R2 agonist	TAAR1 antagonist	TAAR1 ag	M5 antag	CHRM5 PAM	CHRM4 PAM
CCOc1ccc(NS(=O)(=O)c2cc3c(cc2C)N(C)CCO3)cc1	14	-6	6	-0.6	-4	3	13	-20	-13
O=C(O)C1CCCN1S(=O)(=O)c1ccc(F)cc1 (stereo unspecified)	-11	7	-4	-0.6	-21	1	8	-2	3
Nc1sccc1C(=O)NCCN1CCOCC1	x	x	3	x	-26	1	6	8	3
CCOC(=O)C1=CC[C@@H](c2cccc(C)c2)N(S(=O)(=O)c2ccc(C)cc2)[C@H]1C(=O)OCC	-6	8	-7	0.9	-4	10	16	-13	-5

Further structures
SMILES	CHO-K1 Ca PAM	CRFBP-R2 block	M5 ag	CRFBP-R2 agonist	TAAR1 antagonist	TAAR1 ag	M5 antag	CHRM5 PAM	CHRM4 PAM
CC(=O)c1cccc(NC(=O)N2C3CCC2CC(NC(=O)C2CC2)C3)c1 (stereo unspecified)	11	-3	-4	-0.1	7	-1	8	-7	-9
O=C(CCSc1nc2ccccc2s1)N/N=C/c1c(O)ccc2ccccc12	6	-8	0	7.5	28	3	1	-3	-10
COc1cccc(-c2nc(CS(=O)(=O)CC(=O)NCCCOC(C)C)c(C)o2)c1	23	24	1	-0.2	-9	14	-4	-2	10
COc1ccc(CNC(=O)CSc2n[nH]c(C)c2[N+](=O)[O-])cc1	11	9	-4	-1.6	1	8	-7	-4	0
Cc1cc(C)c(OCC(=O)N(Cc2ccc(N(C)C)cc2)C2CCS(=O)(=O)C2)c(C)c1 (stereo unspecified)	11	-22	1	-2.2	-4	-1	9	1	13
COc1ccc(NS(=O)(=O)c2cccc(NC(=O)C3=NN(c4ccccc4)C(=O)CC3)c2)cc1	9	2	3	0.3	8	5	10	-2	1
CC(=O)N1CCOc2ccc(S(=O)(=O)NC[C@H]3O[C@@H](n4ccc(=O)[nH]c4=O)[C@H](O)[C@@H]3O)cc21	3	-2	0	0.3	10	2	-3	2	-4
COc1ccc2c(c1)c1nc3ccccc3nc1n2Cc1ccc(OC(C)C)c(OC)c1	11	-31	-1	30	-19	0	4	3	3
CCOc1cc(C2/C(=C(/O)c3ccc(OC(C)C)cc3)C(=O)C(=O)N2CCCOC)ccc1O (stereo unspecified)	12	0	2	0.0	-5	10	3	0	7
COc1ccc([C@H]2[C@H](C(=O)C(C)(C)C)N3N=Cc4ccccc4C3[C@]23N=C(c2ccccc2)OC3=O)cc1 (stereo partly specified)	7	9	-6	-0.3	-4	-2	-4	-5	-8
COC(=O)C1=C(O)/C(=C\c2ccc(OCC(=O)Nc3ccccc3OC)cc2)N=C1C	-11	2	-2	-0.7	-9	2	-1	-2	-7
CCN(CCNC(=O)C1CCCN(Cc2nc(-c3ccc(OC)cc3)oc2C)C1)c1ccccc1 (stereo unspecified)	20	-16	-3	1.0	-6	27	16	-7	-7
CCc1ccccc1N(CC(=O)Nc1cccnc1)S(=O)(=O)c1ccccc1	22	-3	-4	-0.3	-16	4	19	-6	1
COc1ccc(C2CC(O)(c3ccccc3)Oc3cc(OC)cc(OC)c32)cc1 (stereo unspecified)	8	1	-9	1.4	36	13	7	-8	1
CN(C)S(=O)(=O)c1cccc(C(=O)OCC(=O)Nc2sccc2C(N)=O)c1	-6	-44	15	1.3	75*	41*	16	-20	-20
COc1ccc(N2CCN(Cc3nc4c(c(=O)[nH]c(=O)n4C)n3CCCc3ccccc3)CC2)cc1	29	-25	0	-2.8	0	0	10	-3	21
CCCN1CCN(CCCNC(=O)c2ccc(CS(=O)c3ccc(OC)cc3)o2)CC1 (stereo unspecified)	17	13	-3	7.8	-10	6	1	4	-2
CCOc1ccc(NC(=O)/C(C#N)=C/c2ccc(N3CCCC3)c(C)c2)cc1	-11	-135	3	119*	27	7	16	-4	0
CC(c1ccccc1)n1cc(C(=O)NCCCn2ccnc2)nn1 (stereo unspecified)	-3	-2	-9	-1.2	-1	3	-1	-4	1
CS(=O)(=O)N(CCC#N)Cc1ccc(C=O)o1	16	4	-2	-2.4	12	7	3	-2	2
C/C(=N\OCC(=O)OCC(=O)N(C)c1ccccc1)c1ccc2c(c1)OCO2	21	12	-2	-0.2	17	5	-2	6	8
Cc1ccc(/C(N)=N/OC(=O)CCc2ccccc2)cc1	22	10	-1	-0.6	-1	6	2	1	-9
O=C1NC(=O)C(CCc2ccccc2)(c2ccccc2)N1 (stereo unspecified)	9	4	-12	-2.2	-1	0	3	1	-4
CCn1cc([N+](=O)[O-])c(C(=O)N2CCOCC2)n1	19	4	-2	-2.2	-13	2	10	-3	4
CC(=O)N1CCN(c2ccc(NCc3ccc(C)cc3)cc2)CC1	19	-1	0	-0.1	-14	9	-1	1	-9
C[C@H](CO)N1C[C@H](C)[C@@H](CN(C)C(=O)NC2CCCCC2)Oc2c(NS(=O)(=O)c3ccc(F)cc3)cccc2C1=O	16	-2	-1	-0.4	-8	6	12	-2	13
CCOc1ccc(NC(=O)C2CC(=O)N(c3ccc4c(c3)OCCO4)C2)cc1OCC (stereo unspecified)	12	14	-1	-0.8	-11	1	2	6	6
O=C(COC(=O)CC(c1ccccc1)c1ccccc1)Nc1cccc(F)c1	11	26	-3	-3.6	6	-1	7	-3	-3
COC(=O)C1=CN(c2ccc3c(c2)OCO3)C(N)=C(C#N)C1c1ccc(-c2ccccc2)cc1 (stereo unspecified)	x	x	3	x	-25	0	-1	4	7
CN(CC(=O)Nc1ccc(Cl)c(C(F)(F)F)c1)C(=O)c1cc(=O)c2ccccc2o1	8	-9	3	-1.1	15	45*	2	-3	7
COc1ccc(-n2nnnc2SCc2nc3ccccc3s2)cc1	2	8	-2	4.4	15	2	2	-9	-9
Nc1nccnc1C(=O)OCC(=O)NCCc1ccc(S(N)(=O)=O)cc1	12	-1	-2	2.8	-8	2	-2	3	5
Cc1c(O)c(CN2CCCC2)cc2c1oc(=O)c1ccccc12	17	3	-7	-0.1	1	21	3	-3	-2
CC1(c2nnc(-c3ccccc3)o2)CC(c2c(Cl)cccc2Cl)=NO1 (stereo unspecified)	-15	20	-1	5.3	70*	21	1	3	-2
CCC1CCC2(CC1)NC(=O)N(CC(=O)Nc1cc(C)on1)C2=O (stereo unspecified)	-6	4	-2	-1.8	7	-2	1	-2	0
O=C(Nc1cccc(Cl)c1)OCc1ccccn1	-6	4	-5	0.1	16	0	5	-8	-3
CC(C)CCn1c(SCC(=O)OCn2nnc3ccccc3c2=O)nc2ccccc2c1=O	2	3	0	-1.1	14	6	-4	0	2
O=C(c1ccc(S(=O)(=O)Nc2ccccc2F)cc1)N1CCCCCC1	7	-10	7	0.6	3	8	-2	-3	-3
CC(C)(C)c1ccc(C(=O)NCC(=O)OCC(=O)NC(=O)NC2CCCC2)cc1	2	-4	2	0.7	-4	4	1	-2	8
CCCN(C(=O)c1nc2nccc(C)n2n1)c1c(N)n(Cc2ccccc2)c(=O)[nH]c1=O	13	-10	0	1.3	-15	13	-4	7	12
COc1ccc(Cl)cc1S(=O)(=O)N1CCC(C(=O)NCC2CCCO2)CC1 (stereo unspecified)	-7	10	-2	0.3	-8	2	15	-3	-7
COc1ccc([C@H](NC(=O)OC(C)(C)C)C(=O)OC(C)(C)C)cc1	11	5	-10	0.5	14	6	6	4	0
C/C(=N\NC(=O)Cc1c(Cl)cccc1Cl)c1cccnc1	-2	-1	-4	1.8	-9	0	14	-2	0
O=C(O)CCc1nn2c3ccccc3n(CCO)c2nc1=O	7	-7	-1	-2.2	11	9	8	0	-2
C=CCCC(=O)NC1CC(C)(C)Cc2c1cnn2-c1ccc(OC)cc1 (stereo unspecified)	1	4	3	0.1	-2	-1	-9	0	-5
COC(OC)c1ccnc(-c2ccc(OC(=O)c3cccs3)cc2)n1	-9	38	-6	0.1	-7	6	4	-5	-1
CCOC(=O)C1CCN(Cc2nnc(-c3cccc(Br)c3)o2)CC1	9	21	2	-3.2	5	1	24	-16	-10
S=c1sc2ccccc2n1CCc1ccncc1	-11	-2	-6	-1.2	13	1	2	-3	-2
Cc1c(C(=O)N2CCCCC2CCN2CCCC2=O)oc2c(F)cccc12 (stereo unspecified)	-5	-9	-2	0.6	-14	1	7	6	2
CCOc1ccc(CCN2C(=S)N([C@@H](CC(C)C)CN3CCC[C@@H]3CN3C(=S)NC[C@@H]3CC(C)C)C[C@@H]2Cc2ccc(O)cc2)cc1	0	x	-1	x	-30	-2	-12	6	-9
O=C(O)CCCCC1SCC2NC(=O)NC21 (stereo unspecified)	15	-6	2	1.0	1	2	-5	2	-5
O=C(CSc1cccc[n+]1[O-])N1CCCCCC1	-3	2	-3	0.2	0	2	0	8	5
Cn1c(CC(=O)Nc2ccc(Cl)c(Cl)c2)n[nH]c1=S	1	-1	4	-0.3	5	2	-1	12	10
